# Pf Dd2 inh: qHTS Primary assay for Inhibitors of Plasmodium falciparum Dd2 growth in vitro; Potency, µM (top dose mostly 28.9 µM), for the others: top-dose activity, negative = inhibition, usual class: inhibitors; 120,000 compounds, 4.3% hits; AID 1347417, 2020; P. falciparum Dd2 growth, SYBR Green, 72 h; active = well fitted inhibition curve with a large enough effect; inconclusive = small, poorly fitted or top-dose-only effect; inactive = no such curve, though single readings can be large or run the other way;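 note: plate controls were DMSO vehicle for no effect and reference drug for full effect; nearly all actives have a fitted effect of over 65% in size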
#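 Readout: SYBR Green fluorescence, 485 nm excitation, 535 nm emission, after ~16 h lysis at 37C. Before that, Dd2-infected red cells (2.5% hematocrit) grew 72 h with compound, 29 uM top final concentration.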
# * = called active by the depositor; i = inactive; u = inconclusive; [ ] = remark or other dose. Potency is the fitted concentration of half-maximal effect. The list is partial; count on the stated rates, not on these rows.
SMILES | Pf Dd2 inh
CCC1=C(C(=O)OC)C(c2ccccc2)N2C(CC(=O)NCCCN3CCCC3=O)=CSC2=N1 (configuration not stated) | i
CCCc1cc(=O)[nH]c2nnc(SCC(=O)Nc3ccc(OC)cc3)n12 | i
COc1ccc(-n2nc(C3CCN(Cc4cccnc4)CC3)[nH]c2=O)cc1 | -13.4%
Cc1ccc(CNC(=O)N2CC(n3cc(C(=O)NCC4CC4)nn3)C2)cc1 | 22.7%
Cc1ccc2oc(=O)c3cnn(CC(=O)N4CCN(c5cccc(C(F)(F)F)c5)CC4)c3c2c1 | 72.9%[activator][5.79 µM]
CC(C)CNC(=O)N1CCC(Oc2ncccc2C(=O)N2CCOCC2)C1 (configuration not stated) | 24.1%
COc1ccc(C(=O)c2cn(CC(=O)Nc3cc(OC)cc(OC)c3)c3ccc(OC)cc3c2=O)cc1 | -1.6%
CN(C)c1ccc(C(=O)N[C@H]2CO[C@H]3[C@@H]2OC[C@@H]3n2cc(COc3ccccc3)nn2)cc1 | u
Cc1ccccc1[C@H]1C[C@@H](O)[C@@H](O)[C@@H]1NC(=O)C(C)C | 30.4%[44.1 µM]
O=C(c1cccs1)N1CCC(Oc2cccnc2)C1 (configuration not stated) | u
Cc1cc(OC(C)C(=O)N(Cc2ccc(N(C)C)cc2)Cc2ccco2)ccc1Cl (configuration not stated) | i
CCC[C@@H]1CN(C(=O)c2cc(-c3cccs3)n(C)n2)C[C@H]1N(C)C | -12.7%
C[C@H]1[C@@H]2[C@@H](O)C([C@H](C)C(=O)NCCN3CCCC3)CC[C@@]2(C)CC[C@@H]1NC(=O)CC(C)(C)C (some centres not stated) | u
CCOc1cccc(-c2noc(-c3nnn4c3COC(c3cccc(OC)c3)C4)n2)c1 (configuration not stated) | -1.8%
COc1cccc(Oc2nc3c(c(=O)n(Cc4ccccc4Cl)c(=O)n3C)n2C)c1 | u
CN(CC1CCOCC1)S(=O)(=O)c1cccc(F)c1 | 1.9%
O=C(CCC1CCN(C(=O)c2ccccn2)CC1)N1CCC(Cc2ccccc2)CC1 | -23.2%
Cc1cc(C)c(S(=O)(=O)NCC(c2ccc(N(C)C)cc2)N2CCOCC2)c(C)c1 (configuration not stated) | u
Cc1ccccc1NC(=O)CN(C)S(=O)(=O)c1cccc2nsnc12 | 6.5%
Cc1cccc(N(C)S(=O)(=O)c2ccc3c(c2)NC(=O)CC(=O)N3)c1 | 10.0%[0.594 µM]
C1CC(c2noc(C34CC5CC(CC(C5)C3)C4)n2)CO1 (configuration not stated) | -19.2%
CC1=C[C@@H](CNC(=O)CC2(CC(=O)O)CCCC2)[C@H](C(C)C)C[C@H]1Cc1nc2c(C)cccc2[nH]1 | i
CNC(=O)c1noc([C@@H]2CC(F)(F)CN2C(=O)Cc2ccccc2)n1 | 0.0%
COc1ccc(CCNc2nc(-c3ccccc3OC)cc(C(F)(F)F)n2)cc1OC | u
CC(C(=O)NCC1CC1)N1C(=O)COc2ccc(C(=O)COc3cccc(Cl)c3)cc21 (configuration not stated) | i

# Other records
SMILES | Pf Dd2 inh
Cc1ccc(C(=O)N2CC(F)(F)C[C@H]2c2nc(C3CC3)no2)nc1 | 25.2%
O=C(c1ccc(N2CCCC(CO)C2)nc1)N1CCC(N2CCOCC2)CC1 (configuration not stated) | -4.5%
CC(C)CNC(=O)c1cc(-c2ccccc2F)cc2c1OCCN2Cc1cccnc1 | u
O=C(NCc1ccccc1)c1c(OCC2CC2)cc(=O)n2c1CCOCC2 | 8.3%
CCOc1ccc(CCn2c3c(c(=O)[nH]c2=O)C(NC(=O)c2ccccc2)(C(F)(F)F)C(=O)N3)cc1OCC (configuration not stated) | 2.7%
N[C@@H]1CC[C@H](C(=O)N2CCC(c3nccn3Cc3ccncc3)CC2)C1 | 0.3%
CC(=O)Nc1cc(-c2cc(C(=O)NCc3cc(C)on3)c3c(c2)N(C)CCO3)ccn1 | 7.94µM*
COc1ccc(S(=O)(=O)N2CCc3c(C(=O)NC4CCCC4)cccc32)cc1 | -25.0%
CNC(=O)[C@@H]1C[C@@H](n2cc(CNC(=O)Nc3ccc(Cl)cc3)nn2)CN1 | -5.7%
Cc1ccc(-c2cn3c(n2)CO[C@@H](CNC2CCCC2)C3)cc1 | u
Cc1cc(F)ccc1CC(=O)N1CC[C@H](N(C)C)[C@H](CCC(=O)O)C1 | 1.4%
COc1ccc(C(=O)NCc2nnc3ccc(-c4ccc(C)cc4)nn23)c(C)c1 | 0.8%
Cc1ccc(-c2ccc3nnc(CNC(=O)c4ccc[nH]4)n3n2)cc1C | -12.8%
CCC(=O)N(C1CCOCC1)C1CCN(S(=O)(=O)c2ccc(Cl)cc2C)CC1 | -0.8%
c1ccc(-c2noc(-c3ccn4c(CN5CCc6ccccc6C5)nnc4c3)n2)cc1 | -12.5%
Cc1ccc(CNC(=O)c2nc(SCc3cccc(C)c3)ncc2Cl)cc1 | 10.7%
COC[C@@H]1CN(C(=O)c2nn(C)c3ccccc23)C[C@H]1c1nc(C)no1 | i
COc1ccc(OC)c(NC(=O)CN2C(=O)NC3(CCS(=O)(=O)CC3)C2=O)c1 | -12.1%
O=C(NCCc1csc2nc(-c3ccccc3F)nn12)c1ccccc1C(F)(F)F | 8.0%
CCOc1ccccc1CNC(=O)C1CCN(c2nn3cc(-c4ccc(F)cc4)nc3s2)CC1 | 5.8%
COc1ccccc1OCCCN1CC[C@@](C)(O)[C@@H](O)C1 | -15.7%
CCN1C(=O)CCN(C(=O)Nc2ccccc2F)CC12CCOCC2 | -1.4%
CCn1c2ccccc2c2cc(NC(=O)COc3cc(C)c(Cl)c(C)c3)ccc21 | 25.6%
CCC(C(=O)NCc1cc(OC)ccc1OC)n1nc(C)c2sc3ccccc3c2c1=O (configuration not stated) | -3.2%
Cc1ccc(-c2noc(CN(C3CCCCC3)S(=O)(=O)c3ccc(Cl)cc3)n2)cc1 | u

# The list continues.
molecule | Pf Dd2 inh
Cc1ccc(NC(=O)Cn2c(=O)n(Cc3ccc4c(c3)OCO4)c(=O)c3ccccc32)cc1 | u
COc1ccc(C(=O)N2C[C@@H]3CCCN4CCC[C@@H]([C@H]34)[C@H]2CCCC(=O)N2CCOCC2)cc1 | -7.9%
CCOc1ccc(NC(=O)c2cc3n(n2)CC(c2ccc4c(c2)OCO4)OC3)cc1 (configuration not stated) | -3.8%
O=C1[C@@H]2C[C@@H](CN2Cc2ccc(Cl)cc2)Oc2ccccc2N1CC1CC1 | 12.6µM*
Cc1ccc(Cc2cnc(NC(=O)c3ccc4c(c3)CC(c3ccccc3)OC4=O)s2)cc1 (configuration not stated) | -2.8%
COC[C@@H]1CN(Cc2cnn(C)c2C)C[C@H]1C(=O)NC1CC1 | 10.9%
COc1ccc(NC(=O)c2ccc3c(SCC(=O)O)c4c(nc3c2)CCC4)c(OC)c1 | -13.1%
COc1cccc(NC(=O)N(Cc2c[nH]c3ccccc23)C2CCCCCC2)c1 | u
O=C(CCCc1ccccc1)N[C@@H]1CN(c2ccncn2)C[C@H]1CO | 21.6%
CCc1cccc(NC(c2ccccc2)c2nnc(-c3ccccc3F)o2)c1 (configuration not stated) | 11.2µM*

# Later entries.
molecule | Pf Dd2 inh
O=S(=O)(NCCc1cn2ccsc2n1)c1ccc(Cl)cc1 | -7.0%
C[S+](=O)([O-])c1cccc(-c2nccc3c(=O)cc(N4CCOCC4)oc23)c1 | u
O=C(CN1C(=O)NC2(CCOCC2)C1=O)N1CCN(c2ccccc2F)CC1 | i
Cc1cccc(NC(=O)C2CCCN(c3nc4ccccc4s3)C2)c1C (configuration not stated) | i
CC(C)C1CN(C(=O)c2cccnc2N2CCOCC2)CCC(=O)N1CC1CC1 (configuration not stated) | 12.1%
CCCN1CC2(CCN(Cc3nc(CCOC)no3)CC2)CC1C(=O)O (configuration not stated) | -5.1%
COCC(=O)N[C@H]1C[C@H]2C(=O)Nc3ccc(/C=C/c4ccc(OC)cc4)cc3C(=O)N2C1 | u
CN1CCC(N2CCN(C(=O)CCc3ccnc(N4CCOCC4)c3)CC2)CC1 | -2.1%
CCOc1ccc(-n2nc3ccc(NC(=O)COc4ccccc4C)cc3n2)cc1 | 5.6%
Cc1c(-c2ccccc2)n(-c2ccccc2O)c2nc3c(c(=O)n(C)c(=O)n3C)n12 | 3.16µM*

# Remaining list, next part.
molecule | Pf Dd2 inh
O=C1NCCCCCCN(Cc2ccncc2)[C@@H]2CN(C(=O)COc3ccc(F)cc3)CC[C@@H]12 | u
CN(CC[C@H]1CN(C(=O)Cc2cccs2)CC[C@H]1CC(=O)O)c1ccccc1 | u
COc1ccc(-c2nnc3n2CCN(C(=O)Nc2ccc(Cl)cc2)C3)cc1 | i
O=C(O)C[C@@H]1CCN(C(=O)c2ccco2)C[C@@H]1CCN1CCN(c2ccccc2)CC1 | 12.8%[44.1 µM]
Cc1ccc(C(C)C)c(OCCCn2c(=O)oc3ccc(C)cc32)c1 | -29.5%
O=C(NCc1cccnc1)[C@@H]1C[C@@H](O)CN1C1CCN(C(=O)COc2ccccc2)CC1 | 1.0%
CCCCc1ncc(CN2CCC(Oc3ccc(C(=O)NCCOC)cc3Cl)CC2)[nH]1 | u
COCCN(Cc1ccc(C)c(Br)c1)S(=O)(=O)c1ccc2[nH]c(=O)ccc2c1 | -8.5%
Cc1ccc(NC(=O)N2CC(n3cc(C(=O)NCc4ccncc4)nn3)C2)cc1C | 3.9%
COc1ccc(NC2CCCN(C(=O)C(C)(C)c3ccccc3)C2)cc1 (configuration not stated) | u

# Next part:
molecule | Pf Dd2 inh
CC(=O)Nc1ccc(C(=O)NC2CCN(c3cc(-c4cccs4)[nH]n3)C2)cc1 (configuration not stated) | i
O=C(c1ccncc1)N1CCCC(CCc2ccc(F)cc2)C1 (configuration not stated) | -8.8%
CCc1ccc(CNC(=O)c2sc3ncccc3c2-n2c(C)ccc2C)cc1 | -4.5%
CCCCN1C(=O)[C@@H]2C[C@@H](O)CN2C2(CN(Cc3ccc(OC)cc3)C2)C1=O | -28.1%[44.1 µM]
CCS(=O)(=O)N1CCC2(CC1)OC(=O)C(C)=C2C(=O)NCc1cccc(Cl)c1 | 16.3%
O=C(O)C[C@@H]1CCN(C(=O)c2ccc(C(F)(F)F)cc2)C[C@@H]1CCN1CCN(c2cccc(C(F)(F)F)c2)CC1 | u
Cc1nnc([C@H]2CCN(c3ccc(C#N)cn3)C2)o1 | 1.2%[44.1 µM]
CC(C)c1ccc(NC(=O)C2CCCN(S(=O)(=O)c3ccc4[nH]c(=O)ccc4c3)C2)cc1 (configuration not stated) | u
O=C(c1ccncc1)N1CCC2(COc3ncccc3S(=O)(=O)N2)C1 (configuration not stated) | i
Cc1c(C(=O)N(C)Cc2cc(-c3ccccc3)no2)oc2c(F)cccc12 | -8.1%

# Filtered by structure, the entries above with an aryl thioether with sulfur outside any ring
molecule | Pf Dd2 inh
CCCc1cc(=O)[nH]c2nnc(SCC(=O)Nc3ccc(OC)cc3)n12 | i
Cc1ccc(CNC(=O)c2nc(SCc3cccc(C)c3)ncc2Cl)cc1 | 10.7%
COc1ccc(NC(=O)c2ccc3c(SCC(=O)O)c4c(nc3c2)CCC4)c(OC)c1 | -13.1%

# (further entries)
molecule | Pf Dd2 inh
Cc1cccc(CCNC(=O)c2ccc3c(c2)N(Cc2ccccc2F)C(=O)c2ccccc2S3)c1 | u
COc1cccc(-c2cc(C3CCN(C(=O)Nc4ccccc4OC)CC3)[nH]n2)c1 | -19.3%
COc1ccc(CCC(=O)NCc2nnc3c(-c4nc(C)no4)cccn23)cc1 | i
COc1ccc(S(=O)(=O)Nc2cc3c(C(=O)OC(C)C)c(C)oc3c3ccccc23)cc1 | u
O=C(c1nnc(CNCCN2CCCC2)n1-c1ccccc1)N1CCC[C@@H]1C(c1ccccc1)c1ccccc1 | -32.2%
CCc1cccc(NC(=O)CN2C(=O)CN=C(c3ccccc3F)c3cc(Cl)ccc32)c1 | 16.2%
CN(C(=O)CSc1nc2ccc(NC(=O)COc3ccc(F)cc3)cc2s1)c1ccccc1 | u
Cc1ccc(CNC(=O)CCCc2nnc3n(CC(C)C)c(=O)c4sccc4n23)cc1 | -3.4%
Cc1cnn(CCC(=O)N2CCC3(CC2)CN(Cc2ccccc2)CC3CO)c1 (configuration not stated) | i
Cn1c(=O)c2c(ncn2CC(=O)Nc2cccc(Cl)c2Cl)n(C)c1=O | -7.6%

# Filtered by structure: the entries above containing two or more sulfur atoms
molecule | Pf Dd2 inh
Cc1ccccc1NC(=O)CN(C)S(=O)(=O)c1cccc2nsnc12 | 6.5%
O=S(=O)(NCCc1cn2ccsc2n1)c1ccc(Cl)cc1 | -7.0%
CN(C(=O)CSc1nc2ccc(NC(=O)COc3ccc(F)cc3)cc2s1)c1ccccc1 | u

# (further entries)
molecule | Pf Dd2 inh
Cc1noc(-c2cn(C3CCCN(C(=O)c4ccc(Cl)cc4)C3)nn2)n1 (configuration not stated) | i
COc1ccc(-c2cc(CC3(NCc4ccc(C)o4)COC3)no2)cc1 | u
Cc1oc2c(C)c3oc(=O)c(CC(=O)N4CCCCC4)c(C)c3cc2c1C | 4.2%
COc1cccc(CN2CC3(C2)C(=O)N(Cc2ccccc2)C(=O)[C@@H]2C[C@@H](O)CN23)c1 | u
CCCCNC(=O)Cc1csc2nc(C)c(-c3cc(C)n(-c4ccccc4CC)n3)c(=O)n12 | -9.0%
Cc1ccc(CNC(=O)NCC2Cn3cccc3CN2C)cc1 (configuration not stated) | u
CC(C)(C)c1csc(NC(=O)C2CC(=O)N(c3n[nH]c4cccc(F)c34)C2)n1 (configuration not stated) | i
COc1cccc(CNC(=O)C2CCN(c3ncnc4c3nc3n4CCCCC3)CC2)c1 | -15.6%
CC(C)Sc1ncc(Cl)c(C(=O)Nc2ccc(S(=O)(=O)N3CCCCC3)cc2)n1 | u
